# ALOX12 inh: Primary qHTS assay for inhibitors of human arachidonate 12S-lipoxygenase (ALOX12): Round 2 | purified 12hLO, xylenol orange hydroperoxide absorbance | Potency, µM (highest dose often 108 µM), for inactives: at the top dose activity change, negative = inhibition, hits mostly inhibitors | 580,000 compounds, 1.1% hits | AID 1671190, 2021; active = well fitted inhibition curve with a large enough effect; inconclusive = small, poorly fitted or top-dose-only effect, or another doubt; inactive = no such curve, though single readings can be large or run the other way
# Target sequence (P18054 whole entry, looked up): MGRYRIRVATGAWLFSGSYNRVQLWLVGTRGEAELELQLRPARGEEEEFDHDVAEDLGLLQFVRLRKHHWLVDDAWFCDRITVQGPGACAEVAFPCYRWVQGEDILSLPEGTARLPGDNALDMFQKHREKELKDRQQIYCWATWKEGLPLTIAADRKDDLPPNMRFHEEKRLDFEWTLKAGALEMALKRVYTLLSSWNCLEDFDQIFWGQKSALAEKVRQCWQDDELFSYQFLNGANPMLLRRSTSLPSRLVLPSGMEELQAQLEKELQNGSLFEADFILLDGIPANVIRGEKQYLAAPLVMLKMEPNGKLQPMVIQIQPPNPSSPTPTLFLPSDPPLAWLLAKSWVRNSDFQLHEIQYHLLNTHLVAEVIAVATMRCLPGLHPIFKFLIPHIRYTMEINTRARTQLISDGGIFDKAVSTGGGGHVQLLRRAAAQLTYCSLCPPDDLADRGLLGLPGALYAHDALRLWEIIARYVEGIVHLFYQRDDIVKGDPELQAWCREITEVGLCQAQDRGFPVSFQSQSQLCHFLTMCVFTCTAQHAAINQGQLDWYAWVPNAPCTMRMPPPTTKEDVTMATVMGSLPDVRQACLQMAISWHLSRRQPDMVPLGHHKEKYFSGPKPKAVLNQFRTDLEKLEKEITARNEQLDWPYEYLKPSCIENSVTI
#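 Purified human 12hLO at 150 nM in 25 mM Hepes, 0.01% Triton X-100, pH 7.0, preincubated 15 min at room temperature with compound. Reaction started with 40 uM arachidonic acid, 30 min at room temperature. Hydroperoxide measured by Fe-xylenol orange, 573/405 nm absorbance ratio.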
# An asterisk follows results filed as active; ? = inconclusive; [ ] = dose if it differs, or a comment. % is set by controls: 0 for no effect and ±100 for the full control effect; potency is the fitted concentration of half-maximal effect. These rows are one share of the data (hit frequency here may not be typical).
SMILES,ALOX12 inh
CC(C)(C(=O)O)c1cnc(N2CCN(CCO)CC2)nc1N1CCOCC1,39.0%[activator]
O=C(CN(Cc1ccco1)C1CC1)NC1CCCC1,-13.5%
CCN(CC)CCCN1C(=O)C(=O)/C(=C(/O)c2ccc3c(c2)OCCO3)C1c1ccc(C)o1 (stereo not given),-4.3%
Cc1ccc(S(=O)(=O)N2CCN(Cc3cccc4cccnc34)CC2)c(C)c1,-4.4%
CCC1Oc2ccc(NC(=O)c3ccccc3F)cc2CN(Cc2ccc(OC)cc2)C1=O (stereo not given),-8.0%
Cc1ccccc1-c1ccc(CN2CCc3nnc(C(NS(C)(=O)=O)C(C)C)n3CC2)cc1 (stereo not given),10.2%
CC(C)=CCOc1ccc2c(=O)c(Oc3ccccc3)c(C)oc2c1,-12.7%
Cc1nc(C)c(C(=O)NCC23CCC=C2N(C)C(=O)CC3)s1 (stereo not given),39.3%[activator]
COc1ccc(Nc2cc3c(cn2)CN(CCc2ccccc2)CCN3)cc1,4.9%[176 µM]
C[C@H](NCc1ccc2c(c1)nc(NC(=O)c1ccc(-c3cn[nH]c3)s1)n2CCc1ccccc1)C(C)(C)C,-8.7%[57.4 µM]
O=C(c1ccc2cc[nH]c2c1)N1CCC2(CCCCO2)CC1,-1.1%
Cn1cnc2c1c(=O)n(CC(=O)NCc1ccccc1F)c(=O)n2C,-22.4%
N#Cc1ccc(C(=O)NCCCC2CCCC2)cc1,-14.3%
CC(C)(C)c1nnc2n1C(C(=O)N1CCCC1)CC2 (stereo not given),-1.2%[12.5 µM]
O=C(NCC1CCCCO1)C1(Oc2ccc(Cl)cc2)CCNCC1 (stereo not given),33.9%[activator]
CN1C[C@@H](NS(=O)(=O)Cc2ccccc2)C[C@H]1c1nc(-c2ccccc2)no1,26.7%[176 µM]
N#Cc1ccc(C(=O)N2CCC3(CC2)CC(Cc2nc(C4CC4)no2)CCO3)cc1 (stereo not given),42.1%[activator]
O=C(Cn1cccc1-c1nc(-c2ccc3c(c2)OCO3)no1)NCc1ccccc1Cl,6.7%
CNC(=O)N1CCCC(Cn2cnc3cccnc32)C1 (stereo not given),32.1%
N#C/C(=C/c1ccc(OC(F)F)cc1)c1ccccn1,?
CC(=O)NCC(=O)N(c1ccc(C)cc1)C1(C(=O)Nc2c(C)cccc2C)CCCCC1,3.1%
Cc1cc(C(=O)N2CC[C@H](NC(=O)c3snnc3C)C[C@H]2C(=O)N[C@@H](Cc2cccs2)C(N)=O)n(C)n1,10.9%
C=CCOC(=O)Nc1nc2c(s1)C[C@@H]1[C@](C)(CO)[C@H](O)CC[C@@]1(C)[C@@H]2CC(=O)NC(C)C,-29.3%
CCCCNC(=O)N1CCC2(CC1)C(=O)N(CC(=O)NC(C)c1ccccc1)CN2c1ccccc1 (stereo not given),7.6%
CCOc1ccc(-c2nc(C3CC(=O)N(c4ccc(Cl)cc4)C3)no2)cc1 (stereo not given),3.8%
O=C(NCc1ccccc1)c1cn(C2CN(C(=O)Nc3ccc4c(c3)OCCO4)C2)nn1,?
Cc1cccc(OCC(=O)N2CCC[C@H]2c2nc(-c3ccccc3)no2)c1,18.1%
O=S(=O)(NCCO)c1ccc(I)cc1,?
O=C(CC1CCCC1)NC1CCCN(c2cc(N3CCCC3)ncn2)C1 (stereo not given),8.1%
CC(C)[C@@H]1CN(C(=O)c2ccc(=O)n(C)n2)C[C@H]1NS(=O)(=O)N(C)C,30.1%[activator]
CN1OC[C@@H]2CN3C(=NCCc4ccccc4)Sc4ccccc4[C@@H]3C[C@@H]21,-10.2%
Cc1cc(C(=O)NC2CCc3nnc(C4CC4)n3CC2)no1 (stereo not given),42.3%[activator]
Cc1cc(C)n(CCC(=O)N2CC(F)(F)C[C@H]2c2nc(C)no2)n1,35.6%[activator]
CN1CC(=O)N(c2ccccc2)Cc2c(NCC(C)(C)C)ncnc21,-3.5%[176 µM]
CC(=O)N[C@@H]1C=C[C@@H](c2c(C)nn(-c3ccc(C(C)(C)C)cc3)c2C)C1,52.2%[activator][176 µM]
CCCCCCSC1=C(C#N)C(c2ccc(C)cc2)CC(=O)N1 (stereo not given),?

# Pulled by structure from above:
SMILES,ALOX12 inh
CN1C[C@@H](NS(=O)(=O)Cc2ccccc2)C[C@H]1c1nc(-c2ccccc2)no1,26.7%[176 µM]
Cc1nc(C)c(C(=O)NCC23CCC=C2N(C)C(=O)CC3)s1 (stereo not given),39.3%[activator]

# The list goes on:
SMILES,ALOX12 inh
COC(=O)C1CN(Cc2ccccc2)CCS(=O)(=O)N1Cc1ccc(F)cc1 (stereo not given),-2.2%
CC(C)NC(=O)c1c(-c2ccc(F)cc2)noc1[C@H](C)O,?
CN1CC(=O)N(c2ccc(Cl)cc2)Cc2c(NCCO)ncnc21,-8.0%
CCc1ccc(C(=O)C(C#N)C(=O)NCc2ccccc2)cc1 (stereo not given),?
Cc1cc(CNC(=O)c2ccc(S(N)(=O)=O)cc2)c2[nH]c(C)c(C)c2c1,85.9%[activator]
CC(=O)N1CC2(CCN(Cc3cc4ccccc4[nH]3)C2)Cc2ccccc21 (stereo not given),?
N#Cc1ccnc(N2CCN(C(=O)Nc3ccccc3)CC2)c1,41.8%[activator]
Cc1cc(C)n(-c2nc3ccccc3nc2Nc2ccccc2F)n1,41.3%[activator]
C[C@@H]1CN([C@@H](C)CO)C(=O)c2ccccc2-c2ccccc2CO[C@@H]1CN(C)Cc1ccc(Cl)c(Cl)c1,?
CC1(C)Cc2cc(CNC(=O)c3cccc(C4CCNC4)c3)ccc2O1 (stereo not given),69.8%[activator]
S=C1NC2=C(CCc3ccccc32)C(c2ccc(Cl)cc2)N1 (stereo not given),28.2µM*
COc1cccc(N2C(=O)NC(=NC3CCCCC3)C23CCN(C(=O)c2ccccc2)C3)c1 (stereo not given),8.7%
CC(C)N[C@@H]1CO[C@H](CNC(=O)c2ccccc2)[C@H]1O,57.2%[activator][176 µM]
C=CCn1c(SCc2nc3ccccc3o2)nnc1-c1ccc(Cl)cc1,-18.2%
Cc1cccn2cc(COc3ccc(C(=O)O)cc3)nc12,?
O=C(CSc1nnc(N2CCOCC2)n1-c1cccc(F)c1)Nc1ccc2c(c1)CCC2,-0.3%
CCC(C)Oc1cccc(C(=O)Nc2cccc3ccc(C)nc23)c1 (stereo not given),-6.4%
CSc1ccc(/C=C(/C#N)C(=O)NC2CCCC2)cc1,8.4%
Cc1ccc(OCc2nc(C3CCNC3)no2)cc1 (stereo not given),27.9%
O=C(NCc1n[nH]c(=O)c2ccccc12)c1ccc(Cl)cc1Cl,-18.0%
O=C(c1cc2cc(Cl)ccc2[nH]1)N(Cc1ccccc1)Cc1ccco1,-26.0%
COc1ccc(-c2nc3cc(C)ccc3cc2CN2CCC[C@H]2C(N)=O)cc1OC,10.1%
COCCN1CC(C(=O)NCCOc2ccccc2)CCC1=O (stereo not given),-1.2%
Cc1ccc(NC(=O)Nc2ccc(C)n(CC(=O)NCC(C)C)c2=O)cc1,-12.3%
O=C(NCCC1=CCCCC1)C12CC3CC(CC(Cl)(C3)C1)C2,-22.8%
CCCn1nc(C(=O)N(C)Cc2ccccc2N2CCCCC2)c2ccccc2c1=O,-10.6%
CCCc1nc(C(=O)NC(CC)c2ccc(S(C)(=O)=O)cc2)cs1 (stereo not given),?
CC1(C(=O)O)CCN(C(=O)C2CCCC2)CC1,6.8%[12.5 µM]
COC(=O)c1ccc2c(=O)[nH]c(CSc3nnc(-c4ccncc4)n3Cc3ccccc3)nc2c1,-7.5%
CCOC(=O)C1(Cc2cccc(Cl)c2)CCCN(C(=O)CCN2CCCC2=O)C1 (stereo not given),350.6%[activator]
CCCNc1c(NC(=O)c2ccc(Cl)cc2)c(=O)oc2ccccc12,-11.7%
Clc1cccc(-n2c(SCc3cn4ccccc4n3)nnc2N2CCCC2)c1,-0.8%
Cc1cc(C)cc(NC(=O)Cn2c(N3CCC(C)CC3)nc(C)cc2=O)c1,-1.3%
CN(C)CCNC(=O)c1nc2nc(-c3ccccc3)c(-c3cccc(CO)c3)cc2n1C,?
Cc1ccc(C)c(S(=O)(=O)N2CCCN(C)c3ccccc32)c1,-6.2%
COc1ccc(-c2ccnc3nc(C4CCC4)nn23)cc1,9.0%
O=C(c1ccc(Cl)cc1)N1CCC2(CC1)COc1ccccc1[S+](=O)([O-])N2,1.1%[6.33 µM]
Cc1cccc(CN2CCC3(CC2)Cc2ccccc2CNC3=O)c1,?
O=C(O)c1csc(-c2ccccc2)c1,-26.6%
CC(NC(=O)c1cc2ccccc2oc1=O)c1ccc(C(F)(F)F)cc1 (stereo not given),-30.1%
COc1cc(/C=C/C(=O)C23CC4CC(CC(C4)C2)C3)cc(Br)c1O,?
CCc1ccc(CNC(=O)C2CCN(C(=O)c3ncn4c3COC(c3ccc(F)cc3)C4)CC2)cc1 (stereo not given),19.7%
COC(=O)c1cccc(NC(=S)N[C@H]2CO[C@H]3[C@@H]2OC[C@@H]3n2nnnc2Oc2ccc3c(c2)OCO3)c1,23.1%
CN(Cc1ccccc1NC(=O)c1ccccc1C(F)(F)F)C1CCCCC1,8.8%
COc1ccc(OC)c(S(=O)(=O)N2CCC(Cc3ncc(C)n3C3CC3)C2)c1 (stereo not given),9.2%
Cc1ccc(C2=CC(=O)CC(C)(C)C2=O)cc1,9.6%
Cc1ccccc1-c1nc(-c2c(C)noc2C)cc2cc(CO)oc12,65.9%[activator][176 µM]
Cc1c(Cl)cccc1S(=O)(=O)Nc1cccc(NC(N)=O)c1,?
COc1ccc(CCOC(=O)c2cc(S(=O)(=O)N3CCCCC3)ccc2N2CCOCC2)cc1,?
FC(F)(F)c1cnc(Sc2nnc(C3CC3)n2-c2ccccc2)c(Cl)c1,5.5%
COC(=O)c1ccccc1-c1cc(C)cc2c1OC(CNC(=O)C1CCOC1)C2 (stereo not given),-0.6%
CCC(C(=O)Nc1cc(OC)cc(OC)c1)n1c(=O)[nH]c2ccccc2c1=O (stereo not given),7.7%
Cc1cc(C(=O)N[C@@H]2C[C@H](Cn3cc(CN4CCS(=O)(=O)CC4)nn3)[C@@H](O)[C@H]2O)nn1C,78.9%[activator]
CC1=C[C@@H](CO)[C@H](C(C)C)C[C@H]1CC(=O)N1CCN(CCO)CC1,?
CCOC(=O)C1CCCN(CCN(C)C)C1 (stereo not given),-10.2%
Cc1cc(N2CCC3(CCCN(C)C3=O)C2)nc(-c2ccccc2O)n1 (stereo not given),-2.9%
COC(=O)C1(C(=O)OC)C2C3C4CC5C6C4C2C6C1C53 (stereo not given),11.3%

# Of the compounds above, 16 contain a Cl atom:
SMILES,ALOX12 inh
O=C(NCC1CCCCO1)C1(Oc2ccc(Cl)cc2)CCNCC1 (stereo not given),33.9%[activator]
O=C(Cn1cccc1-c1nc(-c2ccc3c(c2)OCO3)no1)NCc1ccccc1Cl,6.7%
CCOc1ccc(-c2nc(C3CC(=O)N(c4ccc(Cl)cc4)C3)no2)cc1 (stereo not given),3.8%
CN1CC(=O)N(c2ccc(Cl)cc2)Cc2c(NCCO)ncnc21,-8.0%
C[C@@H]1CN([C@@H](C)CO)C(=O)c2ccccc2-c2ccccc2CO[C@@H]1CN(C)Cc1ccc(Cl)c(Cl)c1,?
S=C1NC2=C(CCc3ccccc32)C(c2ccc(Cl)cc2)N1 (stereo not given),28.2µM*
C=CCn1c(SCc2nc3ccccc3o2)nnc1-c1ccc(Cl)cc1,-18.2%
O=C(NCc1n[nH]c(=O)c2ccccc12)c1ccc(Cl)cc1Cl,-18.0%
O=C(c1cc2cc(Cl)ccc2[nH]1)N(Cc1ccccc1)Cc1ccco1,-26.0%
O=C(NCCC1=CCCCC1)C12CC3CC(CC(Cl)(C3)C1)C2,-22.8%
CCOC(=O)C1(Cc2cccc(Cl)c2)CCCN(C(=O)CCN2CCCC2=O)C1 (stereo not given),350.6%[activator]
CCCNc1c(NC(=O)c2ccc(Cl)cc2)c(=O)oc2ccccc12,-11.7%
Clc1cccc(-n2c(SCc3cn4ccccc4n3)nnc2N2CCCC2)c1,-0.8%
O=C(c1ccc(Cl)cc1)N1CCC2(CC1)COc1ccccc1[S+](=O)([O-])N2,1.1%[6.33 µM]
Cc1c(Cl)cccc1S(=O)(=O)Nc1cccc(NC(N)=O)c1,?
FC(F)(F)c1cnc(Sc2nnc(C3CC3)n2-c2ccccc2)c(Cl)c1,5.5%

# Source: PubChem BioAssay
